Screening data deposited in PubChem BioAssay by Johns Hopkins Ion Channel Center.
TRPC6 activator – activators of mouse TRPC6 channel | Q61143 | HEK293-TRPC6 membrane potential dye fluorescence; active compounds read high | B-score at 10 µM | actives 0.13% (n = 310,000) | AID 2550;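 active means B-score of the integrated fluorescence ratio above library mean plus 3 SD, and starting fluorescence ratio within library mean plus 5 SD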;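 further: higher score means more depolarization so channel activation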
TRPC6 inhibitor – blocks the mouse TRPC6 cation channel | Q61143 | actives 1.1% (n = 310,000) | HEK293-TRPC6, membrane potential dye, ACh-evoked depolarization; active compounds read low | B-score at 10 µM;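 active means B-score under library mean minus 3 SD, initial fluorescence not abnormally high, positive integrated signal ratio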;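 further: B-score derived from integrated fluorescence ratio over the kinetic read; more negative B-score means stronger inhibition of depolarization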
MrgX1 allo act – allosterically activates human MrgX1 receptor signaling; MrgX1-HEK293, Fluo-4 calcium flux, FDSS; active compounds read high; B-score at 10 µM; actives 0.63% (n = 310,000); AID 588675;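 active means plate-corrected calcium response at least 3 library SD above typical, normal starting fluorescence, not activating the receptor alone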;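 further: compound read alongside a low EC10 to EC30 dose of BAM8-22 agonist; peak minus trough fluorescence over baseline measured at the second addition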
Target sequence (Q96LB2 whole entry, looked up): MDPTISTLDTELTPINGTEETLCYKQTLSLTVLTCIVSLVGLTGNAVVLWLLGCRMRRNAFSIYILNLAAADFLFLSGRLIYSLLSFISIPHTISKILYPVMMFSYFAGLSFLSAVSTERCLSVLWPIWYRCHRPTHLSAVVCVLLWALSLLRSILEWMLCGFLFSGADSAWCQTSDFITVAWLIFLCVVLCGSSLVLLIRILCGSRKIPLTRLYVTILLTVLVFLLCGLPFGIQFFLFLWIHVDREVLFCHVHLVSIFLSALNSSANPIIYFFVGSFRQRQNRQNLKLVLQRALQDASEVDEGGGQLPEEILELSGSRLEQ
TRPC4 act – activators of mouse TRPC4 channel; Q9QUQ5; B-score at 10 µM; actives 0.49% (n = 310,000); HEK293 TRPC4beta/mu-opioid, Fluo4 calcium fluorescence; active compounds read high;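 active means B-score above 5 SD of library B-scores, and initial fluorescence ratio not above library mean plus 5 SD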;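 further: positive B-score marks a calcium rise read as TRPC4 activation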
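System – HEK293 cells stably co-expressing mouse TRPC4beta and mu-opioid receptor · Signal – Fluo4 calcium-sensitive dye fluorescence, kinetic, 1 Hz baseline · Benchmarks – buffer (low) and maximal DAMGO (high) · Read-out – B score of integrated fluorescence ratio per well · Incubation – dye loading 45 min room temperature, 110 s kinetic read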
TMEM16A inh – mouse TMEM16A channel inhibition, primary screen | normalized B-score (activity score, 25-100; higher = stronger inhibition) at 10 µM | Q8BHY3 | HEK293 TMEM16A/YFP iodide influx fluorescence, ionomycin | actives 1.2% (n = 310,000);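 active means ratio plate-corrected score three or more library SD toward inhibition, starting fluorescence score within five deviations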;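 further: score derived from kinetic fluorescence span divided by baseline fluorescence per well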
RGS4 block – inhibitors of human RGS4; B-score at 10 µM; actives 0.45% (n = 310,000); HEK293 M3R/RGS4 inducible, Fluo-4 calcium flux; active compounds read high; triggered by carbachol at its EC20; P49798;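 active means B-score, a plate-corrected calcium signal, over three deviations above library mean, with baseline fluorescence within five deviations of library mean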;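 further: RGS4 expression induced by doxycycline in cells with stable M3 receptor; B-score is computed from the integrated fluorescence ratio over baseline after carbachol; higher B-score means a larger calcium signal and so more RGS4 inhibition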
Target sequence (P49798 whole entry, looked up): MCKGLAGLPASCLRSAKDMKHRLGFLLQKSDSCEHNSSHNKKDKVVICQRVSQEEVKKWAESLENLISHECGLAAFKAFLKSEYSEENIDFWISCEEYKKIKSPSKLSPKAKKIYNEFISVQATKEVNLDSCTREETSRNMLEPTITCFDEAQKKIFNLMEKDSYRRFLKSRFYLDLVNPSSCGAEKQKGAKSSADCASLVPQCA
TRPC4 potent – TRPC4 (mouse) allosteric potentiation | B-score at 10 µM | actives 0.42% (n = 310,000) | AID 2227 | HEK293 TRPC4beta/mu-opioid, DAMGO EC20, Fluo-4 Ca2+ flux; active compounds read high | Q9QUQ5;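 active means B-score of calcium response area above 5 SD of library B-scores, with initial fluorescence ratio within 5 SD of library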;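 further: B-score of integrated fluorescence ratio over time as area under calcium response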
MrgX1 agonist – agonists of human MrgX1 receptor; MrgX1-HEK293 cells, Fluo-4 calcium fluorescence, agonist mode; active compounds read high; B-score at 10 µM; actives 0.44% (n = 310,000); AID 588627;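 active means calcium response B-score plate-corrected fluorescence ratio at least 3 library SD, with starting fluorescence B-score inside 5 SD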
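System: HEK293 cells stably expressing human MrgX1 receptor; Dosing: test compound in the initial addition of three; Schedule: overnight plating, then 30 min 37 °C plus 30 min room-temperature dye loading; Detection: kinetic calcium dye fluorescence, Fluo-4 NW; Controls: per-plate positive and negative controls for Z′ factor.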
TMEM16A act – activators or potentiators of mouse TMEM16A chloride channel; actives 0.3% (n = 340,000); B-score at 10 µM; Q8BHY3; HEK293 TMEM16A/YFP-H148Q/I152L, iodide quench fluorescence; active compounds read low;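 active means fluorescence-ratio B-score plate-corrected deviation score at least 3 library SD below zero, with starting fluorescence score within 5 deviations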;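 further: channel opened by trigger with iodide after compound preincubation; score built on the fluorescence ratio of max minus min over baseline; more negative score means more quench and so TMEM16A activation or potentiation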
TRPC4 inh – TRPC4 (mouse) channel inhibition | HEK293 TRPC4beta/mu-opioid, DAMGO-evoked Fluo4 calcium flux; active compounds read low | B-score at 10 µM | actives 0.39% (n = 300,000) | AID 2247;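 active means B-score over 3 SD under the library average, no early fluorescence shift, positive overall ratio signal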
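Material: HEK293 cells with stable TRPC4beta plus mu-opioid receptor expression / Probe or stimulus: DAMGO in two steps, submaximal then maximal / Compound: single concentration per test compound / Technique: kinetic Fluo4 fluorescence imaging of calcium influx / Read-out: per-well B score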
MrgX1 antagonist – antagonists of human MrgX1 receptor. actives 1.3% (n = 310,000). MRGX1-HEK293 calcium flux, Fluo-4, BAM8-22 antagonism; active compounds read low. Q96LB2. B-score at 10 µM;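 active means calcium-response B-score plate-corrected more than 3 library SD below zero, starting fluorescence within 5 deviations, no agonist response on first addition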;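 further: peak minus trough fluorescence over baseline after final BAM8-22 challenge near maximal dose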
* hit, by the source's call; i = inactive; / = not tested or not shown. Hits appear at their usual frequency; 5.8% or so of the library scored in one or more.

No.	SMILES	TRPC6 activator	TRPC6 inhibitor	MrgX1 allo act	TRPC4 act	TMEM16A inh	RGS4 block	TRPC4 potent	MrgX1 agonist	TMEM16A act	TRPC4 inh	MrgX1 antagonist
1	CCC(C)(C)C1CCc2[nH]nc(C(=O)NCCN3CCOCC3)c2C1 (stereo not given)	/	/	i	/	i	/	/	i	i	/	i
2	O=C(COC(=O)COc1cccc2ccccc12)NCC(F)(F)F	i	i	i	i	i	i	i	i	i	i	i
3	CC1CC(=O)N(CC(=O)NCc2ccc(F)cc2)c2ccccc2S1(=O)=O (stereo not given)	i	i	i	i	i	i	i	i	i	i	i
4	CCOC(=O)NNC(=O)c1[nH]c2ccc(Br)cc2c1-c1ccccc1	i	i	i	i	i	i	i	i	i	i	i
5	CCCCC(=O)NC(=S)Nc1ccc(Cl)c(C(=O)O)c1	i	i	i	i	i	i	i	i	i	i	i
6	COc1ccc(CCN(C)C2CCCN(S(=O)(=O)c3ccccc3)C2)cc1OC (stereo not given)	i	i	i	i	i	i	i	i	i	i	i
7	CSc1nc(-c2ccccc2)nc(NC(=O)c2ccccc2)c1C(C)=O	i	i	i	i	i	i	i	i	i	i	i
8	Cc1c2c(nc3nc4ccccc4n13)CC(C)(C)CC2=O	i	i	i	i	i	i	i	i	i	i	i
9	CCN(CC)C(=O)Cn1cc(S(=O)(=O)CC(=O)Nc2ccccc2C)c2ccccc21	i	i	i	i	i	i	i	i	i	i	i
10	O=C(c1ccc(Cl)c(Cl)c1)c1cc(-c2ccccn2)c(N2CCOCC2)s1	i	i	i	i	i	i	i	i	i	i	i
11	CCOC(=O)c1c(O)c2ccccc2n(CC)c1=O	i	i	i	i	i	i	i	i	i	i	i
12	Cc1ccc(S(=O)(=O)N2CCN(C(=O)c3ccco3)CC2)cc1	i	i	i	i	i	i	i	i	i	i	i
13	N#Cc1ccc(-c2ccc(F)cc2)nc1Sc1ccccc1	i	i	i	i	i	i	i	i	i	i	i
14	COc1cccc(Oc2cc(Cl)nc(N)n2)c1	i	i	i	i	i	i	i	i	i	i	i
15	CC(NS(=O)(=O)c1cn(C)c(=O)n(C)c1=O)c1ccccc1 (stereo not given)	i	i	i	i	i	i	i	i	i	i	i
16	Cc1ccc2nc(-c3ccc(N4C(=O)CC(N5CCN(CCO)CC5)C4=O)cc3)sc2c1 (stereo not given)	i	i	i	i	i	i	i	i	i	i	i
17	C=CCn1cnc2scc(-c3ccc(CC)cc3)c2c1=O	i	i	i	i	i	i	i	i	i	-6*	i
18	O=C(NCc1cccs1)C(Cc1ccccc1)NS(=O)(=O)c1cccs1 (stereo not given)	i	i	i	i	i	i	i	i	i	i	i
19	COc1ccc(C(=O)C2CCCN(Cc3cnc(N4CCOCC4)s3)C2)c(OC)c1 (stereo not given)	i	i	i	i	i	i	i	i	i	i	i
20	CN(Cc1nccn1C)C(=O)C1CCC(=O)N(Cc2cccc(C(F)(F)F)c2)C1 (stereo not given)	i	i	i	i	i	i	i	i	i	i	i
21	CCOC(=O)c1cnc(SC)nc1NCCOC	i	i	i	i	i	i	i	i	i	i	i
22	COc1ccc(C2=NN(Cc3c(F)cccc3Cl)C(=O)CC2)cc1	i	i	i	i	i	i	i	i	i	i	i
23	COC(=O)CCS(=O)(=O)c1nc(-c2ccccc2)cc(C(F)(F)F)n1	i	i	i	i	i	i	i	i	i	i	i
24	O=C(CSc1cccc[n+]1[O-])c1cc2ccccc2o1	i	i	i	i	i	i	i	i	i	i	i
25	[O-][n+]1ccccc1/C=C/c1ccccc1	i	i	i	i	i	i	i	i	i	i	i
26	CCCS(=O)(=O)N1CCN(S(=O)(=O)c2ccc(F)cc2)CC1	i	i	i	i	i	i	i	i	i	i	i
27	O=C(Nc1ccc(Cc2ccncc2)cc1)c1ccc(S(=O)(=O)N2CCCC2)cc1	i	i	/	i	/	i	i	/	i	i	/
28	Cc1cccn2c(=O)c(C=NCCO)c(Nc3ccc(Cl)cc3)nc12	i	i	i	i	i	7.53*	i	i	/	i	i
29	Cc1cccc(C(=O)Oc2ccc3ccc(O)cc3c2)c1	i	i	i	i	i	i	i	i	i	i	i
30	Cc1nc2sc3c(c2c(=O)n1/N=C/c1ccco1)CCCC3	i	i	i	i	i	i	i	i	i	i	i
31	CCOc1ccccc1C(=O)Oc1ccc2ccc(=O)oc2c1	i	i	i	i	i	i	i	i	i	i	i
32	COC(=O)c1c(NC(C)=O)sc(C(=O)Nc2ccccc2F)c1C	i	i	i	i	i	i	i	i	i	i	i
33	C=CCOC(=O)CC(NC(=O)c1ccccc1)c1ccccc1 (stereo not given)	i	i	i	i	i	i	i	i	i	i	i
34	CCOCC(=O)Nc1ccccc1C(=O)O	i	i	i	i	i	i	i	i	i	i	i
35	COc1ccc(CN2CCNC(=O)C2CC(=O)NCCc2c[nH]c3ccccc23)c(OC)c1 (stereo not given)	i	i	i	i	i	i	i	i	i	/	i
36	O=C(CN1C(=O)c2ccccc2S1(=O)=O)c1ccc(F)cc1	i	i	i	i	i	i	i	i	i	i	i
37	COC(C(=O)N/N=C(\C)c1ccc(C(C)(C)C)cc1)c1ccccc1 (stereo not given)	i	i	i	i	i	i	i	i	i	i	i
38	Cc1ccc(S(=O)(=O)Nc2nc3ccc(S(=O)(=O)N4CCCC4)cc3s2)cc1	i	i	i	i	i	i	i	i	i	i	i
39	COC(=O)CSc1nnc(-c2cccc(NC(=O)c3ccc(C)cc3)c2)n1C	i	i	i	i	i	i	i	i	i	i	i
40	COc1ccc(CNC(=O)c2ccc(NC(=O)C3=CSCCO3)cc2)cc1	i	i	i	i	i	i	i	i	i	i	i
41	CC(=O)c1cc2c(cc1NC(=O)c1cccc(S(=O)(=O)N3CCN(C)CC3)c1)OCO2	i	i	i	i	i	i	i	i	i	i	i
42	CCCn1nnnc1SCC(=O)NCc1ccccc1	i	i	i	i	i	i	i	i	i	i	i
43	CC1CC(=O)Nc2ccccc2N1C(=O)CN1CCN(c2ccccc2)CC1 (stereo not given)	i	i	i	i	i	i	i	i	i	i	i
44	Cc1cc(=O)oc2cc(OCC(=O)OCC(=O)NC(C)C)ccc12	i	i	i	i	i	i	i	i	i	i	i
45	C=CCNC(=O)C1CC2Cn3c(nc4ccccc43)C2N1C (stereo not given)	i	i	i	i	i	i	i	i	i	i	i
46	CCOc1cc(Br)c(CN2C(=O)NC3(CCCCCC3)C2=O)cc1OCC	i	i	i	i	i	i	i	i	i	i	i
47	CC(NC(=O)c1ccco1)c1nc(-c2ccc(Cl)cc2)no1 (stereo not given)	i	i	i	i	i	i	i	i	i	i	i
48	CC(=O)N/C(=C\c1ccccc1)C(=O)OC/C=C/c1ccccc1	i	i	i	i	i	i	i	i	i	i	i
49	COc1nc(Oc2ccc(=O)[nH]n2)nc(N2CCOCC2)n1	i	i	i	i	i	i	i	i	i	i	i
50	CCCCC(CC)CNC(=O)c1cccs1 (stereo not given)	i	i	i	i	i	i	i	i	i	i	i

The listing continues:
No.	SMILES	TRPC6 activator	TRPC6 inhibitor	MrgX1 allo act	TRPC4 act	TMEM16A inh	RGS4 block	TRPC4 potent	MrgX1 agonist	TMEM16A act	TRPC4 inh	MrgX1 antagonist
51	Cc1ccccc1S(=O)(=O)c1c(C)cc(C)n(CC(C)C)c1=O	i	i	i	i	i	i	i	i	i	i	i
52	C1=C(CCNC2=NCCCCC2)CCCC1	i	i	i	i	i	i	i	i	i	i	i
53	CCN1CCN(CCCNC(=O)Cn2nc(C)n3nc(-c4ccccc4)cc3c2=O)CC1	i	i	i	i	i	i	i	i	i	i	i
54	CCCOc1ccc(C2CC(=O)NC2=O)cc1 (stereo not given)	i	i	i	i	i	i	i	i	i	i	i
55	CN1N=C(C(=O)N2CCc3c([nH]c4ccccc34)C2c2c(F)cccc2Cl)CCC1=O (stereo not given)	i	i	i	i	i	i	i	i	i	i	i
56	NC12CC3CC(C1)CC(CO)(C3)O2	i	i	i	i	i	i	i	i	i	i	i
57	O=C(CN1CCOCC1)Nc1nc(-c2ccccc2Cl)cs1	i	i	i	i	i	i	i	i	i	i	i
58	O=C(NCc1ccc(F)cc1)C(=O)NCC1OCCN1S(=O)(=O)c1ccc2c(c1)OCCO2 (stereo not given)	i	i	i	i	i	i	i	i	i	i	i
59	COc1cccc(C(=O)OCc2cc(=O)oc3c(C)c(C)ccc23)c1OC	i	i	i	i	i	i	i	i	i	i	i
60	CC1Oc2ccccc2N(Cc2cccnc2)C1=O (stereo not given)	i	i	i	i	i	i	i	i	i	i	i
61	CCOC(=O)N1CCN(Cc2nc(C3CC3)no2)CC1	i	i	i	i	i	i	i	i	i	i	i
62	O=C(c1cccn2c(=O)c3cc(Cl)ccc3nc12)N1CCN(Cc2ccc3c(c2)OCO3)CC1	i	-7.45*	i	i	i	i	i	i	i	i	i
63	COC(=O)N/N=C/c1cccs1	i	i	i	i	i	i	i	i	i	i	i
64	COc1cc(OC)cc(C(C)=O)c1	i	i	i	i	i	i	i	i	i	i	i
65	COc1ccc(C(=O)N/N=C(/C)c2cccc(NC(=O)c3ccncc3)c2)cc1OC	i	i	i	i	i	i	i	i	i	i	i
66	N#CC1=C(N)OC2=C(CCc3ccccc32)C1c1ccccc1 (stereo not given)	i	i	9.71*	i	100*	i	i	i	i	i	i
67	CC(O)[C@H]1CNC(=O)C(=O)N1CCCCC1CCCCC1 (stereo not given in full)	i	i	i	i	i	i	i	i	i	i	i
68	O=C1C=CC(=O)N1Nc1ccc(Br)cc1	i	i	i	i	i	i	i	i	i	i	i
69	C=CCOc1ccc(/C=C2\SC(=S)N(NS(=O)(=O)c3ccccc3)C2=O)cc1	i	i	i	i	100*	i	i	i	i	i	i
70	c1ccc2cc(CSCc3nc4ccccc4[nH]3)ccc2c1	i	i	i	i	i	i	i	i	i	i	i
